XIAP antagonists = XIAP antagonists, biochemical, IAP family, fluorescence polarization (AID 1018); XIAP BIR domain, fluorescence polarization peptide displacement; higher % means a stronger effect; 0.007% of 200,000 active; E3 ubiquitin-protein ligase XIAP (Homo sapiens); displacement, % at 20 µM; hits with a dose series show IC50 in µM; in the data active = displacement above about 50%; note: a part of the inactive calls stands beside numbers as strong as those of hits
AID2073 = inhibitors of Mint1-CaV2.2 protein interaction, biochemical, HTRF (AID 2073); Voltage-dependent N-type calcium channel subunit alpha-1B (Homo sapiens); HTRF protein-protein interaction, Mint1-CaV2.2; higher % means a stronger effect; inhibition, % at 20 µM, or IC50 in µM where a hit was titrated; 0.19% of 290,000 active; in the data active = inhibition mostly above about 51%, no sharp cut-off; inconclusive = no clear call, values can overlap the other calls; inactive = mostly below about 53%; note: some results filed as inactive read as strong as hits
Myeloid diff MLP = induction of myeloid progenitor differentiation, primary screen, cell-based, flow cytometry, MLPCN library; ER-HoxA9 myeloid progenitors, lysozyme-GFP differentiation; calls only at 10 µM; 1% of 360,000 active; AID 624256, 2012;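 active = normalized GFP-positive differentiation at or above the plate's own cutoff, the solvent-only control mean plus 3 SD; inconclusive = no clear call, values can overlap the other calls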;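 note: cells exposed to compound for four days before flow analysis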
Dengue-2 NS5 capping = Dengue-2 NS5 methyltransferase inhibitors, primary screen, biochemical, confirmation dose response (AID 588689) | Genome polyprotein (Dengue virus type 2 (strain 16681-PDK53)) | Dengue-2 NS5 methyltransferase capping enzyme assay, biochemical; higher % means a stronger effect | inhibition, % at 25 µM; hits with a dose series show IC50 in µM | 0.3% of 340,000 active; in the data active = a potency from the dose series; inconclusive = inhibition above about 29% without an active follow-up result
LYP phosphatase = inhibitors of LYP phosphatase, biochemical, fluorescence intensity, uHTS (AID 1779). Tyrosine-protein phosphatase non-receptor type 22 (Homo sapiens). recombinant LYP phosphatase, fluorescence intensity; higher % means a stronger effect. one-dose inhibition, % at 11.5 µM; IC50 in µM for titrated hits. 0.054% of 290,000 active;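 note: plate controls were vehicle with enzyme for no effect and no enzyme for full effect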
NOD2 inhibition = NOD2 signaling inhibitors, cell-based, luminescence, uHTS, HEK293 (AID 1566); inhibition, % at 4 µM; hits with a dose series show EC50 in µM; HEK293 NOD2/NF-kB luciferase reporter, luminescence; higher % means a stronger effect; 0.63% of 290,000 active; note: many of its hits are not listed in these tables
HIV fusion peptide = inhibitors of HIV fusion peptide binding, primary screen, biochemical, uHTS, fluorescence dequenching (AID 1986) | 0.3% of 290,000 active | inhibition, % at 20 µM, or IC50 in µM where a hit was titrated | cell-free peptide binding, fluorescence dequenching, 30 min; higher % means a stronger effect; in the data active = inhibition mostly above about 52%, no sharp cut-off; inactive = mostly below about 76%; note: some results filed as inactive read as strong as hits
Hep lipid drop = inhibitors of hepatocyte lipid droplet formation, primary screen, imaging, high-throughput imaging, BODIPY stain; AML12 mouse hepatocytes, oleate lipid droplets; 0.4% of 240,000 active; inhibition, % at 6.5 µM;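 active = lipid droplet intensity inhibited by at least 50%, with more than 500 cells counted; inconclusive = wells with under 300 cells, treated as cytotoxic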
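Technique: fluorescence imaging, 20x objective, two fields per well / Assay system: AML12 hepatocytes (mouse) / Measure: % inhibition of lipid droplet signal / Doses: 6.5 µM single-point dosing / Incubation: overnight exposure / Reagent: 100 µM oleic acid challenge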
SIAH1 antagonists = Siah-1 peptide-binding antagonists, primary screen, biochemical, fluorescence polarization, rhodamine-plectin, uHTS (AID 1817) | E3 ubiquitin-protein ligase SIAH1 (Homo sapiens) | Siah-1 / rhodamine-plectin peptide fluorescence polarization; higher % means a stronger effect | displacement, % at 20 µM; hits with a dose series show IC50 in µM | 0.02% of 290,000 active;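 active = displacement of at least 50% at 20 µM, with a fluorescence ratio check between 0.3 and a set limit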;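 note: plate controls were Siah plus tracer with DMSO for no effect and tracer alone without Siah for full effect; strong numbers were not always called active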
Hep lipid drop cells 6.5 µM = also measured in Hep lipid drop; calls as there; cell count; measured here: cell count, cytotoxicity flag;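 cells counted across two imaged fields per well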
Myeloid diff MLP GFP+ MAC1+ % = further read-out of Myeloid diff MLP, marked with its call; GFP+ MAC1+ double positive, %; measured here: differentiation confirmed by MAC1 staining
Numbers without * were called inactive; i = inactive; ? = inconclusive; . = no result given. Cut-off read from the data, not from the text of the source, unless noted: active = inhibition above about 50%; inactive = the rest. This is a subset; count on the stated rates, not on these rows.

Every second line gives: Myeloid diff MLP, HIV fusion peptide, NOD2 inhibition, AID2073, SIAH1 antagonists, Myeloid diff MLP GFP+ MAC1+ %, XIAP antagonists, Hep lipid drop cells 6.5 µM, LYP phosphatase, Hep lipid drop, Dengue-2 NS5 capping
COc1ccc(N2C(=O)C(CC(=O)Nc3ccccc3)N(Cc3ccc(OC)c(OC)c3)C2=O)cc1 (configuration not stated)
    i, 2.4%, -2%, 5%, 16%, 0.4, -1.6%, 663, -5%, -3, -4%
CC(C)CC(=O)NC(=S)N(Cc1ccccc1)Cc1ccccc1
    i, 0.3%, 4%, -13%, 0%, 0.7, -1.0%, 572, -6%, -8, -6%
Cc1cc(=O)[nH]c(SCC(=O)Nc2nc3ccccc3s2)n1
    i, 0.8%, 0%, 1%, -6%, 0.2, -11%, 671, -2%, 3, -10%
COc1ccccc1OCCCOc1ccc([N+](=O)[O-])cc1Cl
    i, 0.3%, -72%, -4%, 3%, 1.1, -5.7%, ., -4%, ., -3%
COC(=O)c1cc(OC)c(OC)cc1NC(=O)CC1CCCCC1
    i, -1.6%, 11%, -3%, -4%, 1.1, -2.0%, 613, 1%, -31, -6%
O=C(COc1ccccc1Cl)Nc1ccc(S(=O)(=O)N2CCOCC2)cc1
    i, -0.8%, 9%, -16%, 0%, 1.7, ., 770, -9%, 10, -10%
Cc1ccc(C(CC(=O)O)Nc2nc(N3CCOCC3)nc(N3CCOCC3)n2)cc1 (configuration not stated)
    i, 1.7%, 7%, -10%, -5%, 0.2, -6.5%, 751, -9%, 2, -1%
CN(C)c1nc(Oc2ccc(N)cc2)nc(N(C)C)n1
    i, -2.7%, 8%, -11%, -4%, 1.3, -1.9%, 692, -6%, 13, -52%
CN(C)S(=O)(=O)Oc1ccc(Cl)cc1C(=O)Nc1ccc(F)cc1F
    i, -2.1%, -6%, 16%, 4%, 0.1, -12%, 754, -9%, -2, .
O=C(c1cccnc1)N1CCN(c2ccc([N+](=O)[O-])cc2Cl)CC1
    i, 0.7%, 4%, -11%, 1%, 0.0, -5.1%, 563, -5%, -45, -9%
Cc1cccc(Nc2nnc(SCC(=O)Nc3ccc(C(=O)O)cc3)s2)c1
    i, 1.9%, 3%, -2%, 1%, 0.2, -4.4%, 708, 1%, -11, -6%
Cc1ccc(OCCNC(=O)/C=C/c2ccco2)cc1C
    i, 19%, 6%, 69%, 2%, 2.0, -6.6%, 651, 7%, 5, -4%
Cc1ccccc1Cn1ccc(NC(=O)c2cc3ncc(Br)cn3n2)n1
    i, -1.5%, 11%, 16%, 8%, 0.2, -1.2%, 668, -2%, 5, 4%
COc1ccc(/C=C/C(=O)c2cc(F)ccc2OC(=O)c2ccccc2C)cc1OC
    ?, 3.4%, -79%, 11%, 4%, ., -0.3%, ., 6%, ?, -4%
C/C(=N\NC(=O)c1ccc(Cn2cc(Br)cn2)o1)c1ccc(NC(=O)c2ccoc2C)cc1
    i, 0.0%, -9%, 14%, -6%, 0.8, ., 816, 3%, 3, 0%
O=C(Nc1ccc(-c2nc3ccccc3o2)cc1)c1ccc(N2CCOCC2)c([N+](=O)[O-])c1
    ., -2.8%, 40%, 10%, 0%, ., -22%, ., -1%, ., -4%
CN(Cc1ccc(Cl)cc1Cl)C(=O)c1cc(=O)c2ccccc2o1
    i, -1.6%, 13%, 4%, 2%, 0.2, ., 701, -1%, -4, -10%
O=C(Cc1cccc2ccccc12)NCCc1ccccc1
    ., -1.0%, -5%, -5%, 8%, ., ., 775, -11%, -23, 3%
c1ccc(OCCCCN2CCOCC2)cc1
    i, 4.2%, 12%, 0%, 3%, 0.5, -6.6%, 786, -9%, 4, -4%
Cc1ccnc(NC(=S)NC(=O)c2cncc(Br)c2)c1
    i, 1.7%, -13%, -8%, 8%, 0.8, 4.1%, 687, -8%, 20, -1%
Cc1ccc2occ(CN3CCN(c4ccccc4)CC3)c(=O)c2c1
    i, -0.9%, 10%, 1%, 4%, 7.5, -5.0%, 723, -4%, -1, -6%
C=CCN1C(=O)C2C(C(=O)NC3CCCC3)C3(C)C=CC2(O3)C1C(=O)NC1CCCC1 (configuration not stated)
    i, 0.4%, 7%, 4%, 11%, 0.5, ., 710, -9%, 10, -2%
CC(=O)c1c(COC(=O)c2ccc(Cl)cc2)nc2ccccc2[n+]1[O-]
    i, -3.0%, 3%, 2%, 1%, 0.1, ., 738, -4%, 14, 6%
COc1cc(C(=O)NCCc2cn3ccccc3n2)cc(OC)c1OC
    i, 2.0%, 7%, 8%, -3%, 2.3, -3.4%, 482, -6%, -14, -2%
COc1ccc(Cn2ccnc2SCC(=O)Nc2nnc(C)s2)cc1
    i, 0.9%, -2%, -1%, 1%, 1.4, ., 835, -8%, 7, 1%
Cc1cccc2cc(CN(CC3CCCO3)C(=O)c3cccs3)c(=O)[nH]c12 (configuration not stated)
    i, 1.7%, 10%, 11%, 0%, 0.7, ., 749, -7%, -20, 5%
COc1ccc(-c2nc(CS(=O)(=O)CC(=O)NCCCc3ccccc3)c(C)o2)cc1
    i, -2.0%, 1%, 8%, -5%, 2.7, ., 788, -10%, 8, 2%
COc1ccc(/C=N/NC(=O)Cn2c(Cc3ccc(OC)c(OC)c3)nc3ccccc32)cc1OC
    i, -0.4%, 10%, 1%, 0%, 0.3, -7.3%, 694, 1%, -16, -9%
CSc1ccc(CNCC2CCCO2)cc1 (configuration not stated)
    i, 0.0%, 1%, 0%, -2%, 0.3, ., 791, -10%, -2, .
CC(CCc1ccc(O)cc1)NCc1ccc(Cl)cc1Cl (configuration not stated)
    ., -1.0%, 8%, -3%, -1%, ., ., 814, -1%, -9, -3%
C=CCn1c(SCC(=O)Nc2cc(C)on2)nnc1C1COc2ccccc2O1 (configuration not stated)
    i, -1.1%, 4%, -11%, 6%, 0.2, -3.2%, 685, -8%, 2, -3%
Cc1ccc(C)c2[nH]c(=O)c(CCNC(=O)c3ccc4c(c3)OCO4)cc12
    i, 1.7%, 0%, 0%, 1%, 12, -6.9%, 574, 5%, -21, -3%
Cc1nc2cc(NC(=O)C3COc4ccccc4O3)ccc2s1 (configuration not stated)
    i, -0.4%, -69%, -4%, -3%, 0.4, -6.3%, 794, -13%, 2, -2%
CCC1CN(C(=O)NCc2ccc(F)cc2)c2cc(Cl)ccc2O1 (configuration not stated)
    i, -0.5%, 6%, -7%, -4%, 0.8, ., 836, -7%, -10, -6%
CCOC(=O)c1cc(-c2ccc(N3CCOCC3)cc2)nn1-c1ccccc1C(=O)O
    i, 1.1%, -15%, 6µM*, 7%, 0.5, ., 634, 1%, 1, -2%
Fc1ccc(C2N(c3ccccc3)C(=S)N3CCCN23)cc1 (configuration not stated)
    i, -0.4%, -26%, -8%, -5%, 0.6, ., 739, -5%, 0, -8%
Nn1c(C2CCC2)nc2cc(Cl)ccc2c1=O
    i, 0.7%, 5%, 0%, 10%, 0.7, ., 775, -10%, 1, 3%
Cc1cc(C)c(S(=O)(=O)N(CC(=O)N2CCCC2)C2CCCCC2)c(C)c1
    i, 0.1%, 8%, 4%, -3%, 1.1, -7.0%, 606, 1%, -26, 5%
COc1ccc(NC(=O)CSc2nc3[nH]ncc3c(=O)n2-c2ccccc2C)cc1OC
    i, -1.8%, 28%, -4%, -4%, 0.2, 0.5%, 754, -2%, 7, 2%
CC(=O)c1c(N)c(C#N)c(C)n1-c1ccc(Br)cc1
    i, 0.9%, 0%, 10%, 7%, 0.3, -5.1%, 688, -7%, 17, 1%
Clc1ccc(Sc2ccc(/C=N/n3cnnc3)o2)cc1
    i, -0.3%, 13%, 2%, 2%, 2.0, -5.4%, ., -2%, ., -7%
O=S1(=O)CCN2C=Nc3sc4c(c3C2=N1)CCCC4
    i, -1.4%, 5%, -4%, -1%, 1.1, -4.1%, ., -6%, ., -1%
CC1(C)Cc2c(sc3c2c(=N)n(Cc2ccco2)c(=O)n3Cc2ccc(F)cc2)CO1
    i, 3.2%, 26%, 5%, -2%, 0.7, -4.4%, ., -5%, ., -5%
CC(=O)c1cc2c(cc1NC(=O)CCCC(=O)O)OCO2
    i, -0.4%, 4%, 6%, 10%, 0.8, -4.3%, ., -2%, ., 4%
CC1(C(=O)N(c2ccccc2)C(C(=O)NC2CCCC2)c2ccccn2)CC(=O)N=C2C=CC=CN21 (configuration not stated)
    i, -0.2%, -10%, 6%, -3%, 0.7, ., ., -17%, ., -2%
CC(C)(C)c1ccc(NC(=O)COC(=O)C2(C)CC2(Cl)Cl)cc1 (configuration not stated)
    i, -1.0%, 2%, 1%, 4%, 0.3, -6.3%, 693, 3%, -3, 6%
COC(=O)c1ccccc1NC(=O)C1CCCCC1C(=O)O (configuration not stated)
    i, 1.1%, -7%, 1%, 3%, 5.9, 0.6%, 643, -1%, 20, 3%
Cn1cnc([N+](=O)[O-])c1C(=O)Nc1cccc([N+](=O)[O-])c1
    i, -1.6%, 19%, 6%, -8%, 1.0, -10%, 676, -7%, 8, -5%
CCCS(=O)(=O)N1CCCC(C(=O)Oc2ccccc2Cl)C1 (configuration not stated)
    i, -0.3%, 9%, 5%, 4%, 0.7, ., 837, -8%, 4, -1%
Cc1ccc(NC(=O)Cn2c(=O)c3cccn3c3ccccc32)cc1
    i, 1.9%, 9%, -5%, 1%, 0.7, ., 719, -2%, -18, 3%
COc1ccc(-c2nnc3sc(CN4C(=O)c5ccccc5C4=O)nn23)cc1
    i, -1.4%, 25%, 5%, -3%, 0.9, -6.2%, ., -8%, ., -4%
COc1ccc(C2C(C(C)=O)=C(O)C(=O)N2Cc2cccnc2)cc1 (configuration not stated)
    i, 0.4%, 15%, 8%, -8%, 8.0, -4.4%, 735, -1%, -2, -2%
O=C(Nc1cccc([N+](=O)[O-])c1)C1C2CC/C=C\CCC21 (configuration not stated)
    i, -0.1%, 22%, -4%, 19%, 0.5, ., 730, 2%, 13, -7%
O=[N+]([O-])c1nn(-c2ccc3c(c2)OCCO3)n(O)c1=NC1CCN(Cc2ccccc2)CC1
    ?, 0.2%, 7%, 0%, 6%, ., 0.3%, 644, -1%, -15, -6%
Cc1cc(NC(=O)Cc2ccccc2[N+](=O)[O-])no1
    i, -0.5%, -15%, -5%, 1%, 1.0, ., 798, -8%, -4, 3%
O=C(CS(=O)c1cccc(C(F)(F)F)c1)Nc1ccccc1Cl (configuration not stated)
    i, -2.5%, 5%, -7%, 4%, 1.2, -2.0%, ., -8%, ., -1%
COc1ccc(-c2nc(CN3CCC(C(=O)N4CCOCC4)CC3)c(C)o2)cc1C
    i, -0.7%, -3%, 10%, -3%, 0.5, ., 698, -7%, 12, -12%

Assay outcomes deposited in PubChem by several laboratories.
